b-catenin transl: modulators of beta-catenin nuclear translocation, primary screen, imaging, HeLa cells, immunofluorescence, high-content | nuclear translocation activity, % at 5 µM | hit rate 0.3% among 190,000 | AID 1665, 2009;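 active means nuclear translocation activity above 50% at 5 µM, with a well cell count of 50 or more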;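 further: per-cell ratio of nuclear to cytoplasmic median beta-catenin stain intensity; plate controls were DMSO negative control for no effect and GSK-3 inhibitor IX positive control for full effect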
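System: HeLa cells, endogenous beta-catenin; compound dosing: 5 µM primary single dose, 0.1% DMSO, 0.02–20 µM confirmation series; incubation: 24 h compound exposure at 37°C, 5% CO2; signal: beta-catenin immunofluorescence imaging with DAPI; evaluation: % activation, nuclear-to-cytoplasmic median beta-catenin signal ratio per cell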
human PMI inhibition: inhibitors of human PMI, primary screen, biochemical, fluorescence intensity, coupled assay (AID 1209); Mannose-6-phosphate isomerase (Homo sapiens); purified PMI enzyme, coupled fluorescence intensity; higher % means a stronger effect; inhibition, % at 20 µM, or IC50 in µM where a hit was titrated; hit rate 0.42% among 190,000;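 further: plate controls were DMSO vehicle for no effect and wells lacking substrate for full effect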
human PMI inhibitors: human PMI inhibitors, high substrate, primary screen, biochemical, fluorescence intensity, high mannose 6-phosphate (AID 1220); recombinant PMI enzyme, coupled fluorescence intensity; higher % means a stronger effect; one-dose inhibition, % at 20 µM; IC50 in µM for titrated hits; hit rate 0.66% among 190,000
Ins promoter up: insulin promoter activators in MIN6 cells, imaging, high-content screening, mouse beta cells; z-score at 5 µM; MIN6 insulin promoter-GFP reporter; active compounds read high; hit rate 0.3% among 190,000;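 active means z-score above 3 at 5 µM with at least 500 cells counted in the well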
Dynein transport: inhibitors of GR-EGFP nuclear translocation, primary screen, dynein cargo transport inhibitor project, imaging, high-content, 3617.4 mouse cells; test concentration mostly 20 µM; stimulated with dexamethasone, 1 µM; active compounds read low; z-score, hits read low; hit rate 0.47% among 220,000;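 active means plate z-score of nuclear minus cytoplasmic receptor signal below a set negative limit, without overly bright fluorescence or cell loss, cut at about -3.5 in these data, passing the limit was not always enough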;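 further: z-score of nuclear minus cytoplasmic ring GR-EGFP intensity difference per well; some compounds called inactive have numbers as strong as hits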
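Buffer or medium: tet-free medium with charcoal-stripped serum / Also added: dexamethasone agonist, 1.0 µM final, for 30 min / Timing: induction 48 h, compound 1 h, agonist 30 min / Measured by: high-content fluorescence imaging after fixation / Read-out: nuclear-to-cytoplasmic GR-EGFP distribution per well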
MT stabilize HCS: microtubule stabilizers in HeLa cells, primary screen, imaging, high-content imaging; HeLa tubulin immunostaining HCS, 24 h; share of cells brighter than vehicle mean+2SD; % tubulin-high responders, % at 10 µM; hit rate 0.83% among 200,000;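 active means plate Z-score above 3 for both tubulin-high and condensed-nucleus cell shares, with cell loss under 80%, at 10 µM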;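 further: anti alpha tubulin signal scored within the nucleus-defined area of each cell; some results filed as inactive read as strong as hits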
Yfh1-off respiration: enhancers of respiration in Yfh1-depleted yeast, dose response, Friedreich's ataxia, plus single-dose screen (AID 1465). S. cerevisiae Yfh1-off respiration, WST-1 reduction, 72 h; higher fold induction means a stronger effect. one-dose fold induction at 50 µM; EC50 in µM for titrated hits. hit rate 0.074% among 220,000;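 active means fold induction of absorbance versus untreated yeast above a set limit, then at least 30% activation at any dose in follow-up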;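 further: activators that raise dye reduction in frataxin-depleted yeast; strong numbers were not always called active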
Autophagy mod: autophagy modulators in MEF cells, primary screen, imaging, high-content, MEF GFP-LC3 | hit rate 0.98% among 190,000 | AID 463193, 2010 | calls only at 10 µM (by protocol) | MEF GFP-LC3 puncta imaging; test concentration mostly 10 µM;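 active means percentage of spot-positive cells more than 3 SD above its plate mean, without a fluorescence outlier flag or 80% toxicity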;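 further: spot-positive cell cutoff set from DMSO-treated cells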
WT yeast gro inh: growth inhibition of WT strain, primary screen, mitochondrial fusion inhibitor project, WT and mutant strains, chemical genetic; mitochondrial fusion phenotypic screen; inhibition, % at 10 µM; hit rate 2.1% among 190,000; AID 1362, 2008; in the data active means inhibition above about 58%; tested in S. cerevisiae
WT yeast gro inh mutant strain: second read-out of WT yeast gro inh, no call of its own (marks repeat the call); inhibition, %; mitochondrial fusion phenotypic screen, mutant strain inhibition
Dynein transport cytoplasmic EGFP: second read-out of Dynein transport, no call of its own (marks repeat the call); z-score; measured here: cytoplasmic GR-EGFP intensity; active compounds read high
Dynein transport nuclear GR-EGFP: also measured in Dynein transport; calls as there; z-score; measured here: nuclear GR-EGFP intensity;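 lower value marks the stronger effect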
Dynein transport cell count: further read-out of Dynein transport, marked with its call; z-score; measured here: cell count per field
Ins promoter up cell count: second read-out of Ins promoter up, no call of its own (marks repeat the call); cell count; measured here: cytotoxicity, nuclei count;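 total cells summed across four imaged fields per well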
b-catenin transl cell count 5 µM: also measured in b-catenin transl; calls as there; cell count; measured here: cell count, cytotoxicity flag
MT stabilize HCS Hoechst-high %: also measured in MT stabilize HCS; calls as there; % Hoechst-high responders; measured here: nuclear condensation Hoechst responders;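 share of cells brighter than vehicle mean plus two SD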
MT stabilize HCS cytotoxicity %: also measured in MT stabilize HCS; calls as there; toxicity, %; measured here: cytotoxicity by cell density;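 0% = mean cell density of plate MIN control wells and 100% = no cells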
Autophagy mod cell loss 18 h: second read-out of Autophagy mod, no call of its own (marks repeat the call); toxicity, %; measured here: cell loss, nuclei count;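 cell loss after 18 h compound exposure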
* marks the source's active call; other numbers are inactive results; i = inactive; · = not tested or not shown. Unless noted, no stated cut-off is given here; in the data, active means inhibition above about 50%; inactive means the rest.

SMILES	b-catenin transl	b-catenin transl cell count 5 µM	human PMI inhibition	human PMI inhibitors	Ins promoter up	Ins promoter up cell count	Dynein transport	Dynein transport cytoplasmic EGFP	Dynein transport nuclear GR-EGFP	Dynein transport cell count	MT stabilize HCS	MT stabilize HCS Hoechst-high %	MT stabilize HCS cytotoxicity %	Yfh1-off respiration	Autophagy mod	Autophagy mod cell loss 18 h	WT yeast gro inh	WT yeast gro inh mutant strain
COc1cc(/C=N/NC(=O)C(C)Nc2n[nH]c(=O)[nH]c2=O)ccc1O (stereo unspecified)	0.6	1106	20%	24%	0.23	1452	-0.31	-0.18	-0.18	0.15	1.8	2.0	8.5	i	i	2	2	-4
Cc1cc(C(=O)CN2C(=O)C(=O)N(C3CCCC3)C2=O)c(C)n1-c1ccc(F)cc1	-0.8	1114	10%	10%	0.32	1080	0.36	-0.2	0.085	-0.13	1.7	1.8	2.9	i	i	-10	5	-12
CCN(CC)C(=O)N1CCC(NC(=O)Cc2ccccc2)CC1	-4.1	892	-2%	-1%	-0.23	1328	-0.69	-0.49	-0.068	0.93	2.9	3.9	8.8	i	i	-5	-6	1
Cc1cc(C)cc(N2CC34C=CC(O3)C(C(=O)OCC(=O)NCc3ccco3)C4C2=O)c1 (stereo unspecified)	-6.0	940	-1%	1%	0.48	1269	-0.68	-0.23	-0.43	0.88	1.3	1.3	7.4	i	i	-14	0	8
CC(C)(C)NC(=O)COC(=O)c1ccc(Cl)nc1	0.1	1092	-6%	0%	0.29	1092	-0.19	-0.3	-0.022	0.57	1.2	1.9	9.1	i	i	10	5	0
O=C(c1cccnc1)N1C2C=CC(C2)C1(C(F)(F)F)C(F)(F)F (stereo unspecified)	-5.4	1219	-10%	-8%	-0.71	1245	-0.52	-0.24	-0.64	0.21	4.3	2.2	3.6	i	i	-3	1	26
Cc1ccc2c(c1)C(=C(C#N)C#N)C(=O)N2CCN1CCCCC1	0.6	1403	·	·	0.13	1016	-1.3	0.35	-0.3	-1.7	·	·	·	i	·	·	·	·
CC(C)N1C(=O)/C(=C\c2nc3ccccc3c(=O)n2-c2ccccc2)c2ccccc21	2.6	1009	14%	13%	-1.4	1059	-5*	0.38*	-2.3*	1.6*	15	1.6	34	i	i	8	84*	34*
CCC(=O)Nc1sc2c(c1C#N)CC(C)(C)NC2(C)C	-2.3	1151	0%	-11%	0.66	1170	0.23	-0.38	0.085	-0.14	3.3	1.8	10	i	i	-1	5	2
COc1ccccc1N1CCN(C(CNC(=O)C2CCCCC2)c2cccnc2)CC1 (stereo unspecified)	0.0	991	7%	10%	-0.61	1844	-1.5	-0.19	-0.72	0.43	2.4	1.9	5.1	i	i	-1	5	7
O=C(N/N=C/c1ccncc1)/C(=C/c1ccccc1)NC(=O)c1ccccc1	-1.1	1099	3%	6%	0.03	1726	-0.18	-0.16	-0.25	0.24	2.9	1.4	5.0	i	i	11	0	-12
CC(=O)Nc1ccc(C)c([N+](=O)[O-])c1	-0.1	1078	-6%	-5%	·	·	-0.73	-0.26	-0.25	0.98	2.8	1.8	3.4	i	i	9	-3	8
O=C(CCn1cnc2ccccc21)N=Nc1c(O)[nH]c2ccccc12	1.0	1335	·	·	-0.06	1059	0.4	-0.27	0.77	-0.55	·	·	·	i	·	·	·	·
CCC/C=N/NC(=O)c1cccc(Br)c1	-0.5	1081	-7%	-16%	-0.78	1272	0.41	-0.29	0.37	-0.21	2.3	1.6	9.9	i	i	-29	2	9
O=C(CCc1nnc(CCC2CCCCC2)o1)NCCc1cccnc1	-1.8	979	-8%	-9%	-0.48	1576	0.028	-0.33	0.26	0.66	0.9	0.6	2.7	i	i	-12	-11	3
CCCN1Cc2cccc(C(=O)NCc3ccc(C)cc3)c2C1=O	-0.5	1110	-1%	-2%	-2	1366	1.6	-0.24	0.71	-0.72	2.8	1.9	9.6	i	i	-33	32	21
CCOC(=O)c1sc(NC(=S)NC(=O)C23CC4CC(CC(C4)C2)C3)cc1C	0.5	1166	5%	8%	-0.36	1603	-0.2	-0.023	0.071	-1.8	2.1	1.6	5.4	i	i	8	1	10
Cc1ccc(/C=N/NC(=O)c2ccco2)s1	-3.6	1353	2%	19%	0.06	1504	-0.16	-0.16	0.55	0.1	2.8	1.2	2.7	i	i	4	2	3
Cn1c(=O)c2cc(S(=O)(=O)NC(Cc3ccccc3)C(=O)NCc3ccco3)ccc2n(C)c1=O (stereo unspecified)	·	·	-5%	-15%	1.8	726	-0.97	-0.27	-0.57	0.8	6.1	2.3	6.5	i	i	-7	10	5
CCC(=O)Nc1ccc(C(=O)CSc2nnc(-c3ccc(NS(=O)(=O)CC)cc3)o2)cc1OC	0.7	1293	·	·	-0.32	1029	-0.35	-0.81	-0.37	0.11	·	·	·	i	·	·	·	·
O=C(NCc1nc2ccccc2[nH]1)c1cc2ccccc2oc1=O	·	·	-10%	-12%	0	931	0.11	0.52	0.34	-0.37	3.2	2.3	5.6	i	i	1	2	-5
CCN(CC)c1ccc(-n2c(O)c(C=C3N=c4ccccc4=N3)sc2=S)cc1	-1.9	1236	2%	3%	-0.23	1526	-0.39	-0.22	-0.029	0.62	3.3	2.4	8.5	i	i	3	1	6
CC(=O)c1cc(Cl)ccc1OC(=O)c1ccco1	·	·	0%	-1%	-0.06	1265	-0.75	-0.29	0.079	0.14	2.6	1.2	2.8	i	i	0	22	13
O=C(Cn1c(=O)oc2ccccc21)N1CCCCC1	1.2	775	-3%	-4%	-0.37	1222	0.25	-0.36	0.66	-0.5	4.5	2.4	5.5	i	i	16	-19	-36
O=S(=O)(NC1CCCC1)c1cccc(-c2nnc(-c3ccccc3)o2)c1	·	·	2%	-8%	-0.72	806	-0.25	-0.095	0.072	-0.033	1.5	1.3	7.4	i	i	28	8	6
More structures follow:
SMILES	b-catenin transl	b-catenin transl cell count 5 µM	human PMI inhibition	human PMI inhibitors	Ins promoter up	Ins promoter up cell count	Dynein transport	Dynein transport cytoplasmic EGFP	Dynein transport nuclear GR-EGFP	Dynein transport cell count	MT stabilize HCS	MT stabilize HCS Hoechst-high %	MT stabilize HCS cytotoxicity %	Yfh1-off respiration	Autophagy mod	Autophagy mod cell loss 18 h	WT yeast gro inh	WT yeast gro inh mutant strain
COC(=O)c1ccc(C2NC(=O)c3c(sc(C)c3C)N2)cc1 (stereo unspecified)	-3.0	1189	·	·	0.26	1399	0.56	-0.2	0.17	-0.12	·	·	·	i	·	·	·	·
COc1cccc(OCC(O)CN2CCN(CCO)CC2)c1 (stereo unspecified)	-0.5	995	6%	5%	-0.79	1859	-0.093	-0.21	-0.095	0.42	3.3	1.8	6.4	i	i	-6	8	49
Cc1ccc(Nc2ccc(C(N)=O)cc2[N+](=O)[O-])cc1	0.4	903	-2%	-7%	·	·	-0.21	-0.35	-0.34	0.52	3.2	1.5	5.6	i	i	-9	2	-9
O=C(OCc1ccco1)c1ccc(S(=O)(=O)N2CCCCC2)cc1	·	·	9%	5%	-0.22	1342	-0.67	-0.15	-1.2	0.9	3.3	2.5	6.8	i	i	-14	0	-6
CC(=O)Nc1cccc(-c2csc(Nc3ncccn3)n2)c1	2.9	964	21%	9%	1.1	1125	0.35	-0.12	0.52	-1.4	2.3	2.4	2.9	i	i	7	14	5
COc1ccc(C2C(C(C)=O)=C(Nc3ccccc3)CC(C)(O)C2C(C)=O)cc1OC (stereo unspecified)	-0.2	1014	16%	24%	1.6	1141	-0.37	-0.23	-0.15	0.21	2.4	3.0	5.5	i	i	-2	-13	9
Cc1nc2c(C(=O)NCc3ccc(F)cc3)c[nH]n2c(=O)c1Cl	-0.1	1389	18%	-2%	0.46	1490	-0.69	-0.22	-0.31	1.4	1.3	1.4	6.5	i	i	-13	28	12
Cc1nn(C2CCS(=O)(=O)C2)c(Cl)c1/C=C/C(=O)OCC(N)=O (stereo unspecified)	-1.0	1307	·	·	0.31	1336	-0.6	-0.23	-0.51	-0.12	·	·	·	i	·	·	·	·
O=C(CNC(=O)c1cccs1)NC1=NCCS1	2.8	1040	6%	0%	-0.02	1698	1.3	-0.21	0.52	-0.98	3.5	2.4	3.0	i	i	-5	-11	-8
O=c1[nH]n(-c2cccc3cccnc23)c(=O)c2ccccc12	1.0	1361	-1%	0%	1.9	1609	-0.83	-0.39	-0.1	0.95	4.2	2.2	0.5	i	i	19	4	-6
CCOc1ccc(-c2nnn(CC(=O)Nc3cc(OC)ccc3OC)n2)cc1OCC	1.9	1309	10%	6%	-0.68	1529	0.77	0.056	0.89	-0.77	4.1	2.2	4.8	i	i	6	6	-10

Three structures already listed, ordered by length of the SMILES, ascending.
SMILES	b-catenin transl	b-catenin transl cell count 5 µM	human PMI inhibition	human PMI inhibitors	Ins promoter up	Ins promoter up cell count	Dynein transport	Dynein transport cytoplasmic EGFP	Dynein transport nuclear GR-EGFP	Dynein transport cell count	MT stabilize HCS	MT stabilize HCS Hoechst-high %	MT stabilize HCS cytotoxicity %	Yfh1-off respiration	Autophagy mod	Autophagy mod cell loss 18 h	WT yeast gro inh	WT yeast gro inh mutant strain
O=c1[nH]n(-c2cccc3cccnc23)c(=O)c2ccccc12	1.0	1361	-1%	0%	1.9	1609	-0.83	-0.39	-0.1	0.95	4.2	2.2	0.5	i	i	19	4	-6
O=C(OCc1ccco1)c1ccc(S(=O)(=O)N2CCCCC2)cc1	·	·	9%	5%	-0.22	1342	-0.67	-0.15	-1.2	0.9	3.3	2.5	6.8	i	i	-14	0	-6
Cc1nc2c(C(=O)NCc3ccc(F)cc3)c[nH]n2c(=O)c1Cl	-0.1	1389	18%	-2%	0.46	1490	-0.69	-0.22	-0.31	1.4	1.3	1.4	6.5	i	i	-13	28	12

Compound activity: PubChem, several laboratories
